inhibitors of VEEV: inhibitors of VEEV TC-83 cytopathic effect, confirmation, Vero cells (AID 588727). Vero cells, VEEV TC-83 cytopathic effect inhibition; higher % means a stronger effect. one-dose inhibition, % at 20 µM; IC50 in µM for titrated hits. 350,000 compounds, 0.13% hits; in the data active = a potency from the dose series; inconclusive = inhibition mostly from about 14% at the one dose, without a potency; inactive = the rest, 99 in 100 with inhibition below about 12%; note: strong numbers were not always called active
tuberculosis growth: growth inhibition of non-replicating M. tuberculosis (AID 488890) | 320,000 compounds, 0.39% hits | Mycobacterium tuberculosis non-replicating, growth inhibition; higher % means a stronger effect | inhibition, % at 25 µM, or IC50 in µM where a hit was titrated; in the data active = a potency from the dose series; inconclusive = inhibition mostly from about 82% at the one dose, without a potency; inactive = the rest, 99 in 100 with inhibition below about 76%;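 note: plate controls were DMSO cells for no effect and high antibiotic wells for full effect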
influenza NS1A: H1N1 influenza NS1A inhibitors, functional cell based assay (AID 504329); NS1A functional cell-based assay, percent inhibition; higher % means a stronger effect; inhibition, % at 12.5 µM; hits with a dose series show IC50 in µM; 340,000 compounds, 0.3% hits; in the data active = a potency from the dose series; inconclusive = inhibition above about 27% without an active follow-up result; note: strong numbers were not always called active
M. tuberculosis HTS: M. tuberculosis growth inhibition, HTS (AID 449762); 330,000 compounds, 0.59% hits; inhibition, % at 25 µM; hits with a dose series show IC50 in µM; M. tuberculosis H37Rv growth inhibition, 7H9 media; higher % means a stronger effect; in the data active = a potency from the dose series; inconclusive = inhibition above about 70% without an active follow-up result;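 note: bacterial growth assessed after seven days of incubation; strong numbers were not always called active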
PhoP GFP inhibition: PhoP regulon inhibitors, Salmonella typhi PhoP promoter GFP reporter, confirmatory (AID 1850); one-dose inhibition, % at 50 µM; IC50 in µM for titrated hits; Salmonella Typhi PhoP-promoter GFP reporter, fluorescence, 4 h; higher % means a stronger effect; 310,000 compounds, 0.33% hits; in the data active = a potency from the dose series; inconclusive = inhibition mostly from about 25% at the one dose, without a potency; inactive = the rest, 99 in 100 with inhibition below about 19%;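 note: 0% = induced wells with vehicle and 100% = uninduced wells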
inhibitors of VEEV 10K pilot screen: second read-out of inhibitors of VEEV, no call of its own (marks repeat the call); inhibition, %; measured here: 10K pilot screen inhibition
Starred values were filed as active, the others as inactive; i = inactive; u = inconclusive; x = not tested or not shown.

SMILES	inhibitors of VEEV	tuberculosis growth	influenza NS1A	M. tuberculosis HTS	PhoP GFP inhibition	others
COc1ccc(C2CC2C(=O)c2ccccn2)cc1 (stereo not given)	1.4%	4%	-9%	10%	6%
CCOc1ccc(N(CC(=O)N2CCCC2)S(=O)(=O)c2ccc(Cl)cc2)cc1	i	-1%	4%	0%	3%
CN(C)C(=O)c1ccc(-n2cnc3ccccc3c2=O)cc1	0.2%	-9%	-5%	-1%	6%
O=C(Nc1ccc(F)c(Cl)c1)Nn1cnnc1	i	13%	2%	-1%	-1%
CCC(C)c1ccc(NC(=O)c2[nH]c(C)c(C(C)=O)c2C)cc1 (stereo not given)	4.2%	29%	7%	-3%	-10%
CC(c1nc2ccccc2n1Cc1ccccc1)N1CCCCC1 (stereo not given)	i	24%	-15%	3%	1%
Cc1c(C2CC(=O)N(c3ccccc3)C2=O)[nH]n(-c2ccccc2)c1=O (stereo not given)	2.5%	71%	-11%	27%	2%
CCCCCN(C(=O)CCC(=O)OCC(=O)NC1CCC(C)CC1)c1c(N)n(CCCC)c(=O)[nH]c1=O (stereo not given)	2.5%	20%	5%	11%	-2%
Cc1nnc(NC(=O)c2ccccc2-c2ccccc2C(=O)O)s1	1.4%	22%	-8%	-14%	8%
CCOC(=O)C1CCN(CC(=O)Nc2cc(S(=O)(=O)N3CCCCC3)ccc2Cl)CC1	7.4%	x	-2%	x	x
CCNc1nc(NC(C)C)nc(Oc2ccc(=O)n(C)n2)n1	1.8%	-26%	0%	-8%	0%
CCOC(=O)COc1ccc2c(=O)c(-c3ccccc3)coc2c1	u	<0.1µM*	0%	u	-17%

Continued, starting with the last seven of the part before.
SMILES	inhibitors of VEEV	tuberculosis growth	influenza NS1A	M. tuberculosis HTS	PhoP GFP inhibition	others
CC(c1nc2ccccc2n1Cc1ccccc1)N1CCCCC1 (stereo not given)	i	24%	-15%	3%	1%
Cc1c(C2CC(=O)N(c3ccccc3)C2=O)[nH]n(-c2ccccc2)c1=O (stereo not given)	2.5%	71%	-11%	27%	2%
CCCCCN(C(=O)CCC(=O)OCC(=O)NC1CCC(C)CC1)c1c(N)n(CCCC)c(=O)[nH]c1=O (stereo not given)	2.5%	20%	5%	11%	-2%
Cc1nnc(NC(=O)c2ccccc2-c2ccccc2C(=O)O)s1	1.4%	22%	-8%	-14%	8%
CCOC(=O)C1CCN(CC(=O)Nc2cc(S(=O)(=O)N3CCCCC3)ccc2Cl)CC1	7.4%	x	-2%	x	x
CCNc1nc(NC(C)C)nc(Oc2ccc(=O)n(C)n2)n1	1.8%	-26%	0%	-8%	0%
CCOC(=O)COc1ccc2c(=O)c(-c3ccccc3)coc2c1	u	<0.1µM*	0%	u	-17%
Cn1nc(C(F)(F)F)c(C(=O)Nc2cccc(Cl)c2)c1Cl	i	11%	-5%	-19%	5%	inhibitors of VEEV 10K pilot screen=1.7
Nc1nc(SCC(=O)NC2CCCc3ccccc32)n[nH]1 (stereo not given)	0.1%	3%	-3%	3%	2%
O=C(CSc1nc2ncc(Cl)cc2[nH]1)NCC(=O)Nc1ccc(F)c(F)c1F	1.6%	2%	-8%	2%	25%
O=C(Nc1ncc2c(n1)-c1ccccc1OC2)c1ccc(Cl)cc1	i	75%	-4%	-20%	3%
O=C(NCc1ccccc1)c1ccc(COCC(F)(F)F)o1	i	0%	-1%	1%	-5%
CC1Sc2ccc(S(=O)(=O)N3CCC(C(=O)NCc4ccc(Cl)cc4)CC3)cc2NC1=O (stereo not given)	3.9%	38%	7%	u	0%
O=C(c1cccc(NS(=O)(=O)c2ccccc2)c1)N1CCN(c2ccccc2)CC1	7.5%	13%	-2%	3%	0%
COc1ccccc1NC(=O)c1nnn(Cc2ccccc2)c1NC(=O)C(F)(F)F	3.5%	48%	14%	-4%	2%
CN(C)CCCNC(=O)C(=O)Nc1cc2c3c(c1)CCC(=O)N3CCC2	0.2%	-2%	-3%	3%	2%
Cc1cc(/C=N\NC(=O)CC(=O)NC2CCCCC2)c(C)n1-c1ccc(Cl)cc1	0.9%	50%	2%	8%	-2%
CCOC(=O)c1ccccc1NC(=O)Cn1cnc2c(oc3ccccc32)c1=O	0.6%	-10%	-7%	x	-12%
CCc1noc(C)c1C(=O)NCCc1ccc(F)cc1	1.4%	-2%	-9%	-3%	3%
COC(=O)Cn1c(O)c(N=NC(=O)CNC(=O)COc2cccc(C)c2)c2ccccc21	3.6%	2%	7%	6%	0%
C/C=C/C=C\C(=O)Nc1cccc(C2=NOC3(C2)C[C@H](C(N)=O)N(C(=O)/C=C/C)C3)c1 (stereo not given in full)	0.0%	-16%	-4%	-3%	6%	inhibitors of VEEV 10K pilot screen=0.3
CCn1c(C)nc2cc(S(N)(=O)=O)ccc21	1.7%	-15%	-3%	-5%	10%
COc1ccc(CCCc2n[nH]c(=S)o2)cc1	0.0%	63%	-3%	-3%	-16%
CC1CCN(C(=O)C(C)c2ccc([N+](=O)[O-])cc2)CC1 (stereo not given)	0.4%	71%	1%	-3%	-1%
O=C(Nc1ccc(CN2CCOCC2)cc1)c1ccc(-c2cc(Cl)ccc2Cl)o1	23%	73%	3%	92%	-2%
CN1CCC(=O)N(CCSc2ccccc2)CC1	0.5%	63%	-7%	-2%	6%
COC(=O)c1ccc(CNC(=O)CCNC(=O)c2ccco2)cc1	1.7%	17%	-7%	3%	x
Cc1ccc(Cn2nnnc2CN2CCC(O)(c3ccccc3F)CC2)cc1	i	14%	-7%	12%	2%
COc1ccccc1C(=O)NC(C)C(c1cccs1)N1CCN(C)CC1 (stereo not given)	1.0%	15%	7%	-8%	-19%
CNC[C@@H](CC1CCCCC1)NC[C@H](CC(C)C)NCCc1cccc(C(F)(F)F)c1	i	u	-9%	u	20µM*
Cn1c(SCC(=O)Nc2ccc(N3CCOCC3)c(Cl)c2)nnc1C(O)c1ccccc1 (stereo not given)	i	8%	18%	-3%	-1%
CCOC(=O)Cc1c(C)nc2c(-c3ccccc3)c[nH]n2c1=O	0.7%	u	-21%	52%	-4%
Nc1nc(CSc2nnnn2-c2ccc(F)c(Cl)c2)nc(N2CCOCC2)n1	0.7%	6%	7%	3%	4%
CC1CCCN(C(=O)C2CCC(CNc3c(N4CCCCC4)c(=O)c3=O)CC2)C1 (stereo not given)	1.0%	37%	11%	u	0%
COc1cc(C(C)=O)ccc1OCC(=O)NCC1(N2CCCCC2)CCCCC1	1.1%	x	-5%	-2%	-11%
CC(=O)Nc1ccc(C(=O)Nc2cccc(S(=O)(=O)N(C)c3ccccc3)c2)cc1	8.1%	6%	-20%	-9%	x
COc1nc(NC(=O)c2ccc(F)cc2)nc(OC)c1-c1ccccc1	5.9%	21%	11%	10%	3%
O=C(O)c1ccccc1-c1nc(-c2ccccc2)c(-c2ccccc2)[nH]1	4.1%	4%	-8%	7%	-5%
COc1cc2c(cc1OC)C13CCN4C=C5CCOC6CC(=O)N2C1C6C5CC43 (stereo not given)	0.7%	x	-7%	x	x
CCOc1ccc(Br)cc1CN(CC)CC	4.4%	11%	-5%	0%	17%
CCCc1cc(=O)oc2c(CN3CCCC3)c(O)c(Cl)cc12	1.0%	-19%	8%	-9%	-5%
Cc1cccc(NC(=O)COC(=O)Cc2cccs2)c1C	2.4%	22%	-1%	4%	5%
COC(=O)c1sccc1NC(=O)CSc1ccccc1NS(=O)(=O)c1ccc(F)cc1	4.7%	21%	8%	5%	14%
CCc1ccc(NC(=O)C2CC=CCC2C(=O)O)cc1 (stereo not given)	3.8%	0%	6%	11%	5%
CSc1ccc(CNc2ccccn2)cc1	0.8%	-9%	3%	2%	8%
COc1ccc(C(=O)N2CCCC(c3ccccc3)C2)cc1 (stereo not given)	i	39%	5%	11%	-3%
Cc1c(Cl)cccc1NC(=O)[C@@]1(CC(=O)O)CC(/C=C/c2ccccc2)=NO1	0.5%	-12%	19%	-1%	-14%
CN(C)S(=O)(=O)c1cccc(NC(=O)COC(=O)[C@H](Cc2ccccc2)NC(=O)c2ccco2)c1	2.5%	-9%	3%	-2%	x
Cc1cccc(C(=O)CC(=O)c2cc(Cl)ccc2O)c1	u	u	-2%	0%	1%
O=C(CSc1nc2c(sc3ccccc32)c(=O)n1CCc1ccccc1)NCc1ccco1	9.0%	-4%	0%	-4%	-10%
COc1ccc(NC(=O)CSc2nccn2C)cc1S(N)(=O)=O	0.6%	-7%	-15%	2%	13%
Cc1c(Cl)cccc1NC(=O)CNC(=O)c1ccccc1F	0.1%	17%	2%	3%	-12%
N/C(=N\OC(=O)c1cccc(Cn2cc(C(F)(F)F)ccc2=O)c1)c1ccccc1	6.4%	5%	-1%	-6%	-4%
O=C(Nc1cccc(S(=O)(=O)N2CCCCCC2)c1)C1=COCCO1	2.7%	-3%	-15%	7%	4%
COc1cc(F)c(C2=CC(=O)CC(C)(C)C2)cc1F	0.0%	-26%	-5%	2%	x	inhibitors of VEEV 10K pilot screen=1.0

Two records drawn at random from those above, as already listed:
SMILES	inhibitors of VEEV	tuberculosis growth	influenza NS1A	M. tuberculosis HTS	PhoP GFP inhibition	others
CCOc1ccc(N(CC(=O)N2CCCC2)S(=O)(=O)c2ccc(Cl)cc2)cc1	i	-1%	4%	0%	3%
CCOC(=O)Cc1c(C)nc2c(-c3ccccc3)c[nH]n2c1=O	0.7%	u	-21%	52%	-4%

Among those listed so far, 5 contain a CF3 group.
SMILES	inhibitors of VEEV	tuberculosis growth	influenza NS1A	M. tuberculosis HTS	PhoP GFP inhibition	others
Cn1nc(C(F)(F)F)c(C(=O)Nc2cccc(Cl)c2)c1Cl	i	11%	-5%	-19%	5%	inhibitors of VEEV 10K pilot screen=1.7
O=C(NCc1ccccc1)c1ccc(COCC(F)(F)F)o1	i	0%	-1%	1%	-5%
COc1ccccc1NC(=O)c1nnn(Cc2ccccc2)c1NC(=O)C(F)(F)F	3.5%	48%	14%	-4%	2%
CNC[C@@H](CC1CCCCC1)NC[C@H](CC(C)C)NCCc1cccc(C(F)(F)F)c1	i	u	-9%	u	20µM*
N/C(=N\OC(=O)c1cccc(Cn2cc(C(F)(F)F)ccc2=O)c1)c1ccccc1	6.4%	5%	-1%	-6%	-4%

The list continues.
SMILES	inhibitors of VEEV	tuberculosis growth	influenza NS1A	M. tuberculosis HTS	PhoP GFP inhibition	others
Cn1c(C2=C(O)CN(Cc3ccccc3)C2=N)[n+](C)c2ccccc21	i	8%	-1%	-6%	5%
CCC(=NCc1ccccc1)C1=C(O)C(C(=O)OC)C(C)(C)CC1=O (stereo not given)	0.5%	-20%	-1%	-5%	19%
CCOC(=O)c1nn(-c2ccc(C)c(C)c2)c(=O)c(C#N)c1C	0.7%	24%	-4%	7%	-4%
C#CCOCCOCCOCCNc1nc(N2CCN(C(=O)CCCCCCCCCCNC(=O)Cn3cc(CCCCCN)nn3)CC2)nc(N2CCN(C(=O)CCCCCCCCCCNC(=O)Cn3cc(C[C@@H](C)O)nn3)CC2)n1	5.1%	5%	8%	26%	-2%
COc1ccc(/C=C2\Oc3cc(OCC(=O)N4CCC(C(=O)O)CC4)ccc3C2=O)c(OC)c1OC	0.5%	33%	-2%	-1%	-8%
CCn1c(C(=O)NCCCc2ccccc2)cc2sccc21	1.6%	53%	4%	12%	-10%
O=C(CCc1ccc(S(=O)(=O)N2CCOCC2)cc1)Nc1ccc(F)cc1[N+](=O)[O-]	1.7%	13%	-15%	-9%	x
Cc1cc(/C=C2/NC(=S)NC2=O)c(C)n1-c1cccnc1	0.8%	4%	-4%	12%	-5%
Cc1ccc(C(=O)NCCNC(=O)c2cccnc2)cc1	i	-3%	8%	-3%	-5%
CCCn1c(=O)c(C(=O)NCCc2ccc(Cl)cc2)c(O)c2ccccc21	3.8%	-14%	-1%	6%	4%
CCN(CC(=O)NC1CC1)S(=O)(=O)c1ccc(C)cc1	0.7%	-18%	9%	-2%	-12%
O=C(COC(=O)c1ccc2[nH]c3c(c2c1)CCCC3)Nc1ccccc1	1.1%	57%	4%	4%	-9%
COc1ccc(NC(=O)C/C(C)=N/NC(=O)C(=O)Nc2cccc(Cl)c2C)c(OC)c1	1.6%	6%	-4%	43%	13%
COC(=O)[C@H]1[C@@H](C)N(CCc2cc(OC)c(OC)c(OC)c2)C(=O)N[C@H]1c1ccccc1	0.0%	8%	-5%	-7%	11%	inhibitors of VEEV 10K pilot screen=0.3
CCCCC(=O)Nc1ccc(F)c(Cl)c1	2.1%	-5%	1%	-2%	25%
COc1cccc(NC(=O)Nc2ccc3c(c2)CCC3)c1	4.0%	-2%	9%	-20%	-3%
Cc1cc(C)n(CCN(C)Cc2cn[nH]c2-c2ccc(F)cc2F)n1	1.2%	-14%	-8%	6%	-3%

Source: PubChem BioAssay
